# OX1R antag-1: antagonists of human orexin 1 receptor; O43613; CHO/OX1R cells, Fluo-8 calcium fluorescence, orexin A; inhibition, % at 5 µM; actives 0.43% (n = 330,000); AID 434989;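 active = inhibition above its plate's threshold, mean inhibition of all tested compounds on the plate plus 3 SD, cut at about 37% in these data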;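 also: 0% = orexin A challenge wells and 100% = SB-334867-A antagonist wells; not every result past the cut was called active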
# Target sequence (O43613 whole entry, looked up): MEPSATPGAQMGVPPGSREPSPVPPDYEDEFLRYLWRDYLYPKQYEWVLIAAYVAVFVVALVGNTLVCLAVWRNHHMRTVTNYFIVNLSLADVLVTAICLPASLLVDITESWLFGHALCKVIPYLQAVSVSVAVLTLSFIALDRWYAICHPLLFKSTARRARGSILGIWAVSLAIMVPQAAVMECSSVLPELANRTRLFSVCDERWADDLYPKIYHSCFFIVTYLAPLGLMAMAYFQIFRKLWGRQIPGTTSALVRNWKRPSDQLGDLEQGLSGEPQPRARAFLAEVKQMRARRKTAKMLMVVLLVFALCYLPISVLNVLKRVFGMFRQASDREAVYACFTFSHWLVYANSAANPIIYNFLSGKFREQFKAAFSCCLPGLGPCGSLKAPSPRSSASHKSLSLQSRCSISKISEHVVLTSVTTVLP
# OX1R antag-2: OX1R (human) antagonism; O43613; OX1R-expressing cells, FRET antagonist read-out; inhibition, % at 6.6 µM; actives 1.8% (n = 330,000); AID 485270; in the data active = inhibition mostly above about 38%, no sharp cut-off; inactive = mostly below about 40%;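 also: 0% = agonist challenge alone and 100% = reference antagonist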
# The depositor's hits bear a star. Random draw from the library. Share with any hit: about 2.1%.
OX1R antag-1 | OX1R antag-2 | SMILES
-27 | 4 | Cc1ccnn1CCC(=O)N1CCCC(N2CCN(c3cccc(Cl)c3)CC2)C1 (centres undefined)
8 | 9 | Cc1cc(C)cc(OCc2ccc(C(=O)N3N=C(C(F)F)CC3(O)C(F)F)o2)c1 (centres undefined)
-24 | 13 | COCCn1cnc2c1c(=O)n(Cc1ccccc1C#N)c(=O)n2Cc1ccccc1
-3 | 14 | CC(C(=O)Nc1ncccn1)(c1ccccc1)c1ccccc1
-10 | 5 | CC1Sc2ccc(S(=O)(=O)N3CCC(C(=O)N(C)Cc4ccco4)CC3)cc2NC1=O (centres undefined)
-19 | 21 | CC(C)(C)c1ccc(C(=O)Nc2ccc(F)cc2)s1
-6 | 36* | CC(=O)N(C1=C(O)c2ccccc2C(=O)C1=O)C1CCCCC1
-14 | 32 | O=C(CN(C(=O)CCC(=O)Nc1ccccn1)c1cccc(F)c1)NCc1ccco1
-10 | 9 | O=C(Nc1ccc2c(c1)OCO2)c1ccc2c(c1)OCO2
-6 | 15 | CC(CO)(CO)NCc1ccc(-c2ccccc2)cc1
-1 | 36 | Cn1c(CN2CCOCC2)nnc1SCC(=O)NC1CCCCC1
-10 | 1 | Cc1nc2nc(-c3ccc(Cl)cc3)nn2c(C)c1Cl
1 | 13 | COC(=O)C1=C(C)N(CCCC(=O)O)C(=O)NC1c1ccc(C#N)cc1 (centres undefined)
-15 | 10 | O=C(COc1ccccc1Cl)OCC(=O)N1CCN(S(=O)(=O)c2ccccc2)CC1
-4 | -4 | COC(=O)c1cc(NS(=O)(=O)c2ccc3c(c2)c(=O)n(C)c(=O)n3C)cc(C(=O)OC)c1
-16 | 1 | CCOc1ccc(N/C=C/C(=O)c2ccc3ccccc3c2)c([N+](=O)[O-])c1
-38 | -5 | Cc1nc(C)c(-c2csc(Nc3ncccc3C)n2)s1
-24 | 5 | CCN(CC)c1ccc(NC(=O)C2=CCN(S(=O)(=O)c3ccc(F)cc3)CC2)c(C)c1
-33 | 19 | O=C(CCC(=O)c1ccc(F)cc1)NC1CCCN(Cc2ccccc2F)C1 (centres undefined)
-6 | 25 | COc1ccc2nc(NC(=O)CSc3nc4cccnc4n3C)sc2c1
-7 | 8 | CC(Cc1n[nH]c(=S)o1)c1ccccc1 (centres undefined)
-4 | 14 | Cc1cc2cc(CNS(=O)(=O)c3ccc4ccccc4c3)ccc2n1C
-20 | -1 | CC(C)Oc1nc(-c2ccccc2O)nc2ccccc12
-15 | 36 | O=C(CSCc1nc2ccccc2[nH]1)N1CCN(c2cccc(Cl)c2)CC1
-22 | 5 | CCOc1ccc2c(c1)C(c1cccs1)=NNC(c1cccnc1)=N2
-42 | 4 | CCCc1nc2c(s1)CCc1onc(-c3ccc(Cl)cc3)c1-2
14 | 7 | Cc1ccc(-c2c[n+](Cc3ccc(Cl)c(Cl)c3)c3n2CCC3)cc1
-16 | 8 | Nc1ccc(C(=O)Nc2ccco2)cc1
0 | 9 | O=C(NCCS(=O)(=O)NCC1CCCO1)c1ccccc1 (centres undefined)
-22 | 16 | C=CCn1cc(C(=O)NCCOC)c(=O)c2cc(S(=O)(=O)N3CCCCCC3)ccc21
-24 | 25 | COc1cccc(C(C(=O)NC(C)(C)C)N(Cc2ccc(C)cc2)C(=O)CCC(=O)Nc2cc(C)on2)c1OC (centres undefined)
-13 | 27 | O=C(COC(=O)c1cc(Cl)ccc1[N+](=O)[O-])NC1CC1
-11 | 15 | CC(=O)c1ccc(NC(=O)CCNC(=O)c2ccccc2Cl)cc1
-29 | 10 | Nc1ncc(Br)cc1S(=O)(=O)NCCC(=O)N1CCN(c2ncccn2)CC1
5 | 37 | CC(=O)NN1C(=O)/C(=C\c2ccc(Br)o2)SC1=S
-4 | 23 | O=C(CSc1n[nH]c(=O)[nH]c1=O)Nc1ccc2c(c1)C(=O)c1ccccc1C2=O
-10 | 6 | Cc1no[n+]([O-])c1COc1ccc(/C=N/n2nnnc2N)cc1
1 | 12 | N#CCCN(CCC#N)c1nncs1
-25 | 11 | Cc1ccc(C(C(=O)NC2CCCCC2)N2CCOCC2)cc1 (centres undefined)
-15 | 8 | CCCCCCCCCCCNC(=O)c1ccoc1C
-46 | 5 | Cc1ccc(CN(CC(=O)NCc2ccc3c(c2)OCO3)C(=O)c2csnn2)cc1
-14 | 17 | CC1(c2ccccc2)NC(=O)N(CCOc2ccccc2)C1=O (centres undefined)
-22 | 9 | CC(OC(=O)[C@H](C)NC(=O)c1ccccc1Cl)C(=O)NCc1ccc2c(c1)OCO2 (some centres undefined)
-14 | 5 | O=C(NCc1ccc2c(c1)OCO2)C1CCCN1C(=O)Nc1ccc(Cl)cc1 (centres undefined)
-40 | 6 | CC(C)n1cnc2c(NCc3ccccc3)cc(Cc3ccc(F)cc3)cc21
-1 | 20 | COc1cc(C(=O)Nc2nnc(SCC(=O)NCC3CCCO3)s2)cc(OC)c1OC (centres undefined)
-7 | 7 | O=C(C[C@H]1C/C=C\CC[C@@H](Cc2ccc(F)cc2)C(=O)O[C@@H](c2ccccc2)CNC1=O)N[C@@H](CO)Cc1ccccc1
-46 | 5 | CCCOc1ccc(/C=N/NC(=O)CN(c2ccc(OCC)cc2)S(C)(=O)=O)cc1
-10 | 9 | COc1ccc(-c2nn(-c3ccccc3)cc2C(=O)O)cc1OC
-10 | 39 | O=[N+]([O-])c1ccc2nc(NS(=O)(=O)c3ccc(Cl)cc3)sc2c1
-10 | 9 | CC1(C(O)(C#CC[N+]2(C)CCCCC2)c2ccccc2)CCCC1 (centres undefined)
-2 | 1 | CCN(CC(=O)Nc1c(F)cccc1F)C(=O)Cc1ccc2c(c1)OCCO2
-17 | 9 | CCNC(=S)N(CCc1c(C)[nH]c2ccc(F)cc12)Cc1cccnc1
4 | 17 | CC1=NN(c2ccccc2)C(=O)C1(C)[N+](=O)[O-] (centres undefined)
-3 | 10 | O=C(OCC(=O)N1CCN(Cc2ccccc2)CC1)c1cc(Cl)ccc1[N+](=O)[O-]
-20 | 15 | COc1ccc(S(=O)(=O)N(C)C)cc1NC(=O)Cc1c[nH]c2ccccc12
-32 | 8 | CC(C)Cn1c(SCC(=O)NC(=O)Nc2ccc3c(c2)OCCO3)nc2ccccc2c1=O
-11 | -5 | O=C(CC1CC2CCC1C2)NCc1cccs1 (centres undefined)
8 | 3 | CCNc1nc(NCC)n2c(SC(C)C(=O)c3ccc(C)cc3)nnc2n1 (centres undefined)
47 | 20 | Fc1ccc(C2=CC(c3ccc(Br)o3)n3ncnc3N2)cc1 (centres undefined)

# New compounds follow
OX1R antag-1 | OX1R antag-2 | SMILES
-24 | 18 | CCCSc1ccc(C(=O)Nc2ccc(F)cc2F)cn1
-5 | 5 | CCN(CC)CC(=O)Nc1c(C#N)cnn1-c1ccccc1
-22 | 12 | Cc1ccc(-c2csc(N/N=C/c3ccco3)n2)cc1
-17 | 6 | CCn1c2ccccc2c2cc(NC(=O)COC(=O)c3ccc(NC(=O)CC#N)cc3)ccc21
42* | 53 | CC(=O)[C@]1(O)Cc2c(O)c3c(c(O)c2[C@@H](O[C@H]2C[C@H](N)[C@H](O)[C@H](C)O2)C1)C(=O)c1ccccc1C3=O
-9 | 6 | Cc1c(C(=O)NCc2n[nH]c(=S)n2-c2ccc(F)cc2)cccc1[N+](=O)[O-]
-8 | 15 | CCOc1ccccc1CSc1nc2ccccc2[nH]1
-22 | 38 | CC(=O)c1cccc(NC(=O)CSc2ccc(-c3ccc4c(c3)OCO4)nn2)c1
-6 | 12 | N#CCCn1cc(C(=O)O)c(-c2ccc3ccccc3c2)n1
6 | 23 | CCNc1c(NS(=O)(=O)c2ccc(OC)c(Cl)c2)c(=O)oc2ccccc12
-2 | 10 | Cc1ccc(C)c(NS(=O)(=O)c2ccc3c(c2)Cc2cc(S(=O)(=O)Nc4cc(C)ccc4C)ccc2-3)c1
-15 | 20 | COc1ccc(CCN(Cc2ccccn2)C(=S)Nc2ccc(C)cc2)cc1OC
-27 | 5 | COc1ccc(-c2cc(C(=O)N/N=C/c3sccc3C)c3ccccc3n2)c(OC)c1
0 | 10 | CCCCCc1nnc(NC(=O)C2CCCO2)s1 (centres undefined)
-3 | 12 | CCCc1cc(=O)[nH]c2nnc(SCC(=O)Nc3ccc(C(C)=O)cc3)n12

# The final two entries of the part above lead into the next.
OX1R antag-1 | OX1R antag-2 | SMILES
0 | 10 | CCCCCc1nnc(NC(=O)C2CCCO2)s1 (centres undefined)
-3 | 12 | CCCc1cc(=O)[nH]c2nnc(SCC(=O)Nc3ccc(C(C)=O)cc3)n12
-35 | 28 | COc1cc(-c2noc(-c3ccccc3C(=O)NCc3ccco3)n2)cc(OC)c1OC
-16 | 37 | CC(=O)N(c1cccc(Cl)c1)c1nc(C)cc(C)c1C#N
-7 | 6 | CCOC(=O)N1CCN(c2cccc(C)c2C)CC1
-6 | 15 | Cc1ccc(S(=O)(=O)NC2=NCN(CCc3ccccc3)CN2)cc1
-14 | 18 | COC(=O)c1cccc(Nc2ccc([N+](=O)[O-])cn2)c1
-14 | 4 | CCCCN(CCCC)c1cn[nH]c(=O)c1Cl
-12 | 11 | COc1cccc(/C=N/Nc2nc(Nc3ccc([N+](=O)[O-])cc3)nc(N3CCCC3)n2)c1O
-18 | 2 | CCC(=O)Oc1ccc(C(=O)Nc2ccccc2C(=O)NCC(C)C)cc1
-4 | 13 | O=C(COC(=O)c1cc(=O)c2ccccc2o1)NC1CCCCC1
0 | 7 | COc1cccc2c1OC[C@@H](CO)[C@H]2N(C)C(=O)Nc1ccc(Cl)cc1Cl
-1 | 11 | CCOC(=O)c1ccc(NC(=S)NC2CC(C)(C)NC(C)(C)C2)cc1
-25 | 3 | Cn1c(=O)c2c(nc(NCC3CCCO3)n2Cc2ccccc2)n(C)c1=O (centres undefined)
-17 | 6 | CCOC(=O)c1[nH]c(C)c(C(=O)N2CCN(c3ccccc3)CC2)c1C
-1 | 10 | CSCC(C)N1CCC(n2nccc2NC(=O)c2ccccc2C)CC1 (centres undefined)
-4 | 6 | CC(=O)c1ccc(S(=O)(=O)NCCC(=O)OCC(=O)NCCc2ccccc2)cc1
-16 | 16 | CCCC1=NN(C(=O)Cc2ccc(OC)c(OC)c2)C(O)(C(F)(F)F)C1 (centres undefined)
-6 | 9 | O=S(=O)(c1ccc2c(c1)CCN2)N1CCCC1
-2 | 5 | O=C(CSc1ccc2nnc(-c3ccccn3)n2n1)Nc1ccc(F)cc1
-8 | 7 | C[C@H](O)[C@@H](C(=O)N1CCN(C(=O)OC(C)(C)C)CC1)n1cc(CCCCNC(=O)OC(C)(C)C)nn1
-3 | -4 | O=C(NCC(=O)N1CCCCCC1)c1ccc(Cl)cc1
-17 | 17 | COCCOc1cc(NC(=O)c2sccc2Oc2ccc([N+](=O)[O-])cc2F)c(Cl)cc1Cl
-12 | 19 | Cc1[nH]c(=S)[nH]c(=O)c1Cc1ccc(OCC(C)C)cc1
-26 | -6 | CCCOC(=O)C1=C(C)NC(=O)NC1c1cc2c(cc1Br)OCO2 (centres undefined)
-13 | 20 | CCC(C)(C(=O)NC1CCCCC1)N(C(=O)C1CCC(=O)N1)c1ccc(C)cc1 (centres undefined)
-41 | 39 | Cc1cccc(-c2nc3c(c(SCC(=O)N(C)C)n2)CCCC3)c1
-1 | 5 | N/C(=N\O)C1COc2ccccc2O1 (centres undefined)
-14 | 12 | O=C(NCCCl)Nc1cccnc1Cl
-7 | 37 | O=C(O)C1CC=CCC1C(=O)Nc1cccc([N+](=O)[O-])c1 (centres undefined)
-30 | 9 | CCCc1cc(=O)oc2c(C)c(O)c(CN3CCCCC3)cc12
0 | 13 | Cc1ccc2[nH]c(=O)c(CN(Cc3cccnc3)Cc3nnnn3CCN3CCOCC3)cc2c1
-18 | 14 | O=C(CCN1C(=O)C2C3CCC(C3)C2C1=O)OCC(=O)c1ccc(Br)cc1 (centres undefined)
-15 | 7 | Cc1ccccc1NC(=O)CSc1nn2c(=O)c(C)nnc2s1
-23 | 25 | Cc1cccc(N2C(=O)/C(=C\c3ccc(C(=O)O)cc3)c3ccccc3C2=O)c1
-10 | 36 | O=C1C=C(c2ccccc2)CC(c2ccc(F)cc2)C1 (centres undefined)
-29 | 20 | COc1ccc(Cl)cc1C(=O)OCC(=O)N(CC(C)C)c1c(N)n(Cc2ccccc2)c(=O)[nH]c1=O
-11 | 7 | COc1ccc(-c2nc(C#N)c(N3CCN(c4ccccc4)CC3)o2)cc1
-5 | 12 | Cc1cccc(S(=O)(=O)c2c(C)cc(C)nc2Cl)c1
-23 | 126* | C=CCNC(=O)c1ccc2c(c1)S(=O)(=O)c1ccccc1C2=O

# Molecules above that contain an aryl thioether with sulfur outside any ring, in the order listed:
OX1R antag-1 | OX1R antag-2 | SMILES
-1 | 36 | Cn1c(CN2CCOCC2)nnc1SCC(=O)NC1CCCCC1
-6 | 25 | COc1ccc2nc(NC(=O)CSc3nc4cccnc4n3C)sc2c1
-4 | 23 | O=C(CSc1n[nH]c(=O)[nH]c1=O)Nc1ccc2c(c1)C(=O)c1ccccc1C2=O
-1 | 20 | COc1cc(C(=O)Nc2nnc(SCC(=O)NCC3CCCO3)s2)cc(OC)c1OC (centres undefined)
-32 | 8 | CC(C)Cn1c(SCC(=O)NC(=O)Nc2ccc3c(c2)OCCO3)nc2ccccc2c1=O
8 | 3 | CCNc1nc(NCC)n2c(SC(C)C(=O)c3ccc(C)cc3)nnc2n1 (centres undefined)
-24 | 18 | CCCSc1ccc(C(=O)Nc2ccc(F)cc2F)cn1
-8 | 15 | CCOc1ccccc1CSc1nc2ccccc2[nH]1
-22 | 38 | CC(=O)c1cccc(NC(=O)CSc2ccc(-c3ccc4c(c3)OCO4)nn2)c1
-3 | 12 | CCCc1cc(=O)[nH]c2nnc(SCC(=O)Nc3ccc(C(C)=O)cc3)n12
-2 | 5 | O=C(CSc1ccc2nnc(-c3ccccn3)n2n1)Nc1ccc(F)cc1
-41 | 39 | Cc1cccc(-c2nc3c(c(SCC(=O)N(C)C)n2)CCCC3)c1
-15 | 7 | Cc1ccccc1NC(=O)CSc1nn2c(=O)c(C)nnc2s1

# Screening results from PubChem.
